High-throughput results: PubChem BioAssay, several laboratories
PDI turbidity – inhibitors of human PDI, primary screen, biochemical, turbidity, single point, plate reader; Protein disulfide-isomerase (Homo sapiens), P07237; PDI insulin aggregation turbidity, A650, 90 min; inhibition, % at 10 µM; 350,000 tested, 0.052% active; AID 588391, 2011;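 active means mean inhibition across replicates of 30% or more, whatever share of single replicates reach that level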;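 further: absorbance from insulin aggregation driven by PDI reduction with DTT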
Target sequence (P07237 whole entry, looked up): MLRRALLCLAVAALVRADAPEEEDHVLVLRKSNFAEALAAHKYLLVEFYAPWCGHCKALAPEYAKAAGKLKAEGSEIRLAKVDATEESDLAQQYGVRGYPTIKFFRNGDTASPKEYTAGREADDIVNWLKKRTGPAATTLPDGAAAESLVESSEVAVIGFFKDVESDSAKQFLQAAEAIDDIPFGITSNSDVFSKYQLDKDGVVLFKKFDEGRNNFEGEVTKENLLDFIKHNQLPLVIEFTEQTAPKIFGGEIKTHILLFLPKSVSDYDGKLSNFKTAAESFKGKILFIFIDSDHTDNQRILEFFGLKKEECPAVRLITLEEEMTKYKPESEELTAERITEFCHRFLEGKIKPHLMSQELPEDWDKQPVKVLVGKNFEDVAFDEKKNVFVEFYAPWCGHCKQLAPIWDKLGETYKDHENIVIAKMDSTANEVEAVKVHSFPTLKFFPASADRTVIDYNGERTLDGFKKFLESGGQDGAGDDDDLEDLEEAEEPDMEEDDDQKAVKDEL
Peg3 prom inh – Peg3 promoter-driven luciferase inhibitors, primary screen, cell-based, HeLa, luciferase luminescence; HeLa PEG-Prom luciferase reporter, overnight; inhibition, % at 20 µM; 360,000 tested, 1.7% active; AID 588405, 2011;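 active means inhibition of at least 50% at 20 µM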
MITF TRPM1 inh – inhibitors of MITF-dependent TRPM1 promoter reporter, primary screen, cell-based, SK-MEL-5, single point, luciferase. SK-MEL-5 TRPM1 promoter luciferase, 24 h. inhibition, % at 12.5 µM. 330,000 tested, 0.83% active;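 active means mean inhibition across replicates of 60% or more, whatever share of single replicates reaches that level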; further: values of inactives mirror those of a sister screen read the other way
NR2E3 ag-1 – NR2E3 agonists in two-hybrid cells, primary screen, cell-based, luminescence, CHO-S, Gal4-NCOR/VP16-NR2E3; Photoreceptor-specific nuclear receptor (Homo sapiens), Q9Y5X4; luciferase; inhibition of corepressor binding, % at 3.98 µM; 360,000 tested, 0.35% active; AID 602229, 2012;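 active means inhibition above the mean of all tested compounds plus 3 SD, cut at about 70% in these data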;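 further: 0% = DMSO with NR2E3 transfected cells and 100% = cells lacking NR2E3 construct; higher means lower luciferase signal from less NR2E3 corepressor binding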
Target sequence (Q9Y5X4 whole entry, looked up, the tested form may be a part): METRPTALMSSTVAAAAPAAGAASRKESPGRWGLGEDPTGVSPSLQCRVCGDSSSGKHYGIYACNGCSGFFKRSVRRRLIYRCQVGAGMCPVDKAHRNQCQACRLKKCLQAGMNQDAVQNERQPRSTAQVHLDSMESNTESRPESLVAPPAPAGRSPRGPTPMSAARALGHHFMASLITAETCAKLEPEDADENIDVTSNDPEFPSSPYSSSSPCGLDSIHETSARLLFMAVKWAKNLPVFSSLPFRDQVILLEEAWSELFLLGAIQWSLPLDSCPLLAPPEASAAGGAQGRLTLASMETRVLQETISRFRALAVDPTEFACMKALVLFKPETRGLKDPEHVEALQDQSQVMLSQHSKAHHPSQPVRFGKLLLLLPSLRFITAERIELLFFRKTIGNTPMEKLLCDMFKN
Vif inh – HIV Vif self-association inhibitors, primary screen, imaging, HEK293T, single point. 340,000 tested, 0.35% active. HEK293T cells, Vif self-association by quenched fluorescence, 24 h. AID 602346, 2012. inhibition, % at 7.49 µM; in the data active means inhibition above about 50%, passing the limit was not always enough; further: some results filed as inactive read as strong as hits
NR2E3 ag-2 – inhibitors of NR2E3-RetCOR corepressor binding, primary screen, NR2E3 agonist project, biochemical, TR-FRET, GST-NR2E3, biotin-RetCOR; inhibition of corepressor binding, % at 4.78 µM; 1536-well; AID 2300, 2010; 320,000 tested, 0.12% active;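 active means percent inhibition above the cutoff of mean plus 3 SD of all tested compounds, set per screening campaign, cut at about 20% in these data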;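 further: 0% = DMSO wells and 100% = biotin wells as full block of FRET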
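Test system – NR2E3–RetCOR corepressor complex · Quantity – NR2E3 fusion 1.35 nM · Buffer or medium – Tris pH 7.5 · Incubation – Compound–protein incubation for 5 h at 4 °C · Technique – TR-FRET, Eu(K)-anti-GST donor, streptavidin-D2 acceptor, ex 340, em 617/671 nm · Evaluation – percent inhibition of 671/617 nm emission ratio versus biotin and DMSO controls · Plate – 1536-well format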
Shn3 inh set2 – reduction of Shn3 3'UTR firefly luciferase signal, primary screen, Schnurri-3 inhibitor project, cell-based, Clone20 osteoblasts, set 2. Clone20 osteoblast Shn3 3'UTR firefly luciferase, 24 h. AID 588674, 2011. 360,000 tested, 0.52% active. inhibition, % at 12.5 µM;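 active means mean inhibition of at least 75% with every replicate also reaching 75%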;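 further: 0% = median of neutral control wells and 100% = pilot-screen positive control compound; some compounds past the cut are filed as inactive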
CF NFkB block – inhibitors of PAF-induced NF-kB signaling, primary screen, cell-based, GFP fluorescence, uHTS; KKLEB NF-kB-GFP reporter, GFP fluorescence overnight; inhibition, % at 5 µM; 360,000 tested, 0.86% active;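 active means at least 50% inhibition at 5 µM, scaled per plate between neutral and stimulator controls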;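 further: PAF is a Pseudomonas aeruginosa culture filtrate used as stimulus; plate controls were PAF-stimulated DMSO wells for no effect and unstimulated DMSO wells for full effect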
HIF-2a block – HIF-2a reporter inhibitors, primary screen, luminescence, 786-0 RCC cells. 786-0 RCC cells HIF-2a reporter, luciferase luminescence, overnight. inhibition, % at 18.8 µM. 360,000 tested, 0.72% active. AID 624352, 2012;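 active means inhibition of the luminescence signal of 40% or more relative to plate controls, in a single-dose primary screen at 18.75 µM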
CaV13 FRET inh – Primary screen for inhibitors of IQ motif and Ca2+-dependent inactivation inhibitor domain binding in CACNA1D, Förster resonance energy transfer in living cells, …. inhibition, % at 12.3 µM. 340,000 tested, 0.098% active. HEK cells, CFP/YFP FRET ICDI-IQ, plate reader, 10 min; percent FRET-ratio fall versus neutral wells;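 active means mean replicate inhibition of at least 30% and at least 1% of replicates passing that level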;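 further: 0% = median of the neutral control wells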
KKLEB tox – cytotoxicity in KKLEB CF airway cells, primary screen, cytotoxicity control for CF NF-kB inhibitor project, cell-based, uHTS, fluorescence assay plates; activity change (cytotoxicity), % at 5 µM; AID 602141, 2011; 360,000 tested, 0.36% active; KKLEB CF airway cells viability, ATPlite luminescence, overnight; hits give low values; cells stimulated with P. aeruginosa culture filtrate;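 active means corrected activity change at or below -50% at 5 µM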
Numbers without * were called inactive; · = no result given.

smiles,Vif inh,PDI turbidity,NR2E3 ag-1,Peg3 prom inh,HIF-2a block,MITF TRPM1 inh,CF NFkB block,CaV13 FRET inh,KKLEB tox,NR2E3 ag-2,Shn3 inh set2
CCN(CC)C(=O)C1=C(C)N(CCC2=CCCCC2)C(=O)C(CC(=O)NCCN2CCOCC2)C1 (configuration not stated),·,4,-33,-5,-3,·,5,-3,13,·,-2
COc1ccccc1CNC(=O)c1cc(S(=O)(=O)N2CCCC2)cn1C,-2,·,-6,18,15,10,-2,-3,-6,1,-13
CCCOc1ccc(C2C(C(=O)c3ccc(C)o3)=C(O)C(=O)N2Cc2ccco2)cc1OCC (configuration not stated),-14,0,-5,1,25,8,-3,-6,-8,24*,5
CCOC(=O)Cc1csc(NC(=O)COC(=O)/C=C/c2ccc(OC)cc2)n1,-2,-3,13,-3,-14,-9,2,-6,-11,·,-16
Cc1cc(-c2nnc(SCc3cccnc3)o2)no1,-5,-6,-11,-28,-16,7,2,·,-1,0,-33
COC(=O)c1ccc(Cn2c(C)c(C(=O)NCc3ccc(Cl)c(Cl)c3)sc2=O)o1,-4,-4,-21,3,-3,·,6,4,5,·,24
Fc1ccc(Sc2ccccc2CNC2=NCCN2)cc1,0,2,-16,-45,28,5,23,-5,-7,0,9
COC(=O)C(CC(C)C)NC(=O)C(N)Cc1ccccc1 (configuration not stated),7,10,-28,16,4,-3,1,-4,3,1,-15
O=c1cc(CN2CCOCC2)c2cc(Cl)ccc2o1,0,3,2,1,7,-7,10,-12,2,0,9
O=C(COc1cccc(F)c1)N1c2ccccc2Sc2ccccc21,-2,-12,0,-24,-12,-22,13,·,0,0,-5
CCO[C@@H]1OC(C(=O)N2CCN(C)CC2)=C[C@H](c2coc3ccccc3c2=O)[C@H]1CCCO,6,-2,-10,-3,8,-5,8,-11,-20,5,-10
CC1(C)NC(=O)N(CC(=O)Nc2nc(-c3ccc(F)cc3)cs2)C1=O,-5,-4,-28,-21,-51,5,-22,-5,-7,0,1
Cc1ccc(NC(=O)[C@@H]2CCCN2S(=O)(=O)c2ccccc2C(F)(F)F)cc1S(=O)(=O)N1CCOCC1,-4,6,-9,17,34,2,5,-5,-16,-1,16
O=C1OC[C@H]2CCCN2C(=O)[C@@H](CC(=O)N(CCO)Cc2ccccc2)C/C=C\C[C@@H]1Cc1ccc(F)cc1,-16,9,8,19,3,0,2,-2,-2,·,1
COc1ccc(NC(=S)NC(NC(=O)c2ccccc2Cl)C(Cl)(Cl)Cl)c([N+](=O)[O-])c1 (configuration not stated),-4,-6,-3,31,29,0,3,-10,6,0,26
CC(C)(C)c1ccc(C(=O)CC(=O)c2cc(Cl)ccc2O)cc1,-9,0,-63,-106,-127,4,25,-8,0,-5,4
O=C(Nc1cccc(S(=O)(=O)N2CCCCCC2)c1)c1ccc(=O)[nH]c1,-10,-4,-10,6,8,15,-4,-2,-4,2,6
NC(=O)c1cc(S(=O)(=O)N2CCCC2)ccc1OCCOc1ccccc1F,-3,-7,-20,10,10,0,17,-6,-11,·,0
Cc1ccc(NC(=O)NC2CCN(CC(=O)Nc3nccs3)CC2)cc1,-13,3,-6,8,7,11,21,-4,1,-2,4
O=C(c1ccco1)N1CCCN(Cc2cn[nH]c2-c2ccc(-c3ccccc3)cc2)CC1,3,-11,4,-36,-103,-20,3,-2,-29,-2,-30
COCC1CCCCN1C(=O)c1cccc(OC2CCN(S(C)(=O)=O)CC2)c1 (configuration not stated),-4,-9,9,-47,-35,-2,-12,-8,9,2,-8
CNS(=O)(=O)c1cccc(C(=O)OCC(=O)c2ccc[nH]2)c1,17,-3,-19,-10,-7,-7,14,-13,-15,5,-4
Cc1cccc(N/C(N)=N/c2nc(C)cc(C)n2)c1,15,6,-1,12,6,3,-11,·,0,1,7
CN1CCC(OC(=O)COc2ccccc2)CC1,19,4,-3,-1,2,11,-1,-5,0,2,-2
Cc1ccc([C@@H]2[C@@H]3C(=O)N(C)C(=O)[C@@H]3[C@]3(Cc4ccccc4)C(=O)N(Cc4ccccc4)CC(=O)N23)o1,-5,7,-20,-19,-6,-13,-8,-11,18,2,14
CN(C(=O)CS(=O)(=O)c1cn(CC(=O)N2CCCC2)c2ccccc12)c1ccccc1,5,-3,16,5,3,-5,19,·,-9,-2,3
CCCNC(=O)Nc1nccs1,1,-1,-9,11,21,13,15,-5,15,2,12
CCOC(=O)NC(Nc1cc(C)ccn1)(C(F)(F)F)C(F)(F)F,1,-5,14,13,7,-6,-7,·,-3,-2,18
COc1ccc(NC(=O)c2cccc(OC(F)F)c2)cc1Cl,-2,-5,-55,-301,-361,-50,-8,-8,1,2,-68
COc1ccc(-n2c(C)cc(C(=O)CCl)c2C)cc1,-3,-7,-23,101*,40*,95*,0,3,-17,-1,57
c1ccc(N2CCOCCOCCOCCOCCOCC2)cc1,-2,-5,-8,-10,12,1,-1,-2,9,3,-13
CCCCNC(=O)COC(=O)c1ccc(Cl)c(S(=O)(=O)N2CCCC2)c1,-2,-4,2,13,21,-7,-5,-5,8,-1,2
CCn1c(=O)c2cc(C(=O)NCCN(C)C)sc2c2ccccc21,-13,-2,11,0,-7,-6,-12,-17,-1,-6,-11
CCOC(=O)C1=C(C)NC(=O)NC1c1ccoc1 (configuration not stated),29,-2,26,2,7,3,-1,0,3,1,8
COc1cccc(C#Cc2ccc3c(c2)O[C@H](CN(C)S(=O)(=O)c2ccccc2F)[C@H](C)CN([C@H](C)CO)S3(=O)=O)c1,-4,6,13,20,0,·,8,-8,-5,·,22
CC(=O)Nc1c(-c2ccccc2)nc2cc(C)ccn12,-3,2,-14,8,8,9,1,-1,8,0,10
Cc1cc(Br)cn2c(Cc3ccsc3)c(-c3ccco3)nc12,·,·,-5,7,15,·,60*,-7,-18,·,-14
CCOc1ccc(Cl)cc1C(c1c(C)[nH][nH]c1=O)c1c(C)[nH][nH]c1=O,-4,-4,-7,9,24,0,3,-7,4,·,1
CN(CC(=O)Nc1ccccc1Cl)C(=O)CSc1ncc(C(F)(F)F)cc1Cl,13,12,-9,15,12,-2,1,-3,2,5,12
CCOc1ccc(S(=O)(=O)n2c(C)nc3ccccc32)cc1,·,3,-1,-1,9,0,-8,-7,-4,-2,-5
Cc1nc([N+](=O)[O-])c(C(=O)O)n1C,0,2,-5,12,19,1,-7,-4,11,-1,-34
COc1cccc(Nc2nc(CC(C)=O)ns2)c1,·,-4,-49,-104,-128,-11,-2,-5,1,3,-28
CS(=O)(=O)N1CCCC(C(=O)Nc2cccc(F)c2)C1 (configuration not stated),-3,-4,-8,10,18,1,9,-1,1,0,-12
COc1ccc(C(=S)N2CCCC2)cc1,5,8,6,-12,6,4,5,-1,-3,-5,-9
COc1ccc(/C=N/NC(=O)CSc2ccccc2)cc1OC,-1,1,22,-76,-9,5,-1,-4,-1,0,2
CCN(Cc1ccc(OC)c(COC)c1)CC1CCCN(CCc2cccc(OC)c2)C1 (configuration not stated),0,1,4,4,9,-9,9,-4,-13,-5,27
CC(C)(C)OC(=O)N1CCC(CNC(=O)Nc2ccccc2)CC1,5,-3,-12,-13,-7,7,-5,-18,5,-3,·
Cc1ccc(C2=[N+]([O-])C(C)(C)CC2)cc1,0,5,-31,-5,2,-7,-7,-5,4,0,-37
CN(c1ccccc1C(=O)N1CCCC1)S(C)(=O)=O,2,-3,6,5,7,-9,-5,-2,0,4,12
CCN(C(=O)COC(=O)c1ccc(Cl)c(N)c1)C1CCS(=O)(=O)C1 (configuration not stated),-11,-1,-15,2,16,-2,-11,-4,14,-2,10
COc1ccc2sc(-c3ccc(N(C)C)cc3)c(-c3ccc4cc[nH]c4c3)c2c1,-4,1,-40,-212,-175,-103,-34,-6,12,·,-97
Cc1ccc(O)c(C(=O)CC(=O)c2cccc(F)c2)c1,·,3,-88,-174,-168,6,6,-2,-1,1,-15
CCn1c(CCCCc2n[nH]c(=S)n2CC)n[nH]c1=S,15,-4,12,9,15,18,-10,5,-3,-1,-42

NR2E3 ag-2: what is marked active above
compound | Vif inh | PDI turbidity | NR2E3 ag-1 | Peg3 prom inh | HIF-2a block | MITF TRPM1 inh | CF NFkB block | CaV13 FRET inh | NR2E3 ag-2 | Shn3 inh set2
CCCOc1ccc(C2C(C(=O)c3ccc(C)o3)=C(O)C(=O)N2Cc2ccco2)cc1OCC (configuration not stated) | -14 | 0 | -5 | 1 | 25 | 8 | -3 | -6 | 24* | 5
